Compound activity as filed in PubChem.
APP 5UTR inh: inhibitors of APP translation via 5'UTR reporter, primary screen, APP 5'UTR luciferase, SH-SY5Y cells. inhibition, % at 2 µM. AID 1285, 2008. hit rate 0.82% among 190,000. SH-SY5Y APP 5'UTR-luciferase reporter, luminescence;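 active means inhibition above a set limit, derived from the sample mean plus 3 SD, cut at about 45% in these data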; further: values of inactives mirror those of a sister screen read the other way
APP 5'UTR act: activators of APP 5'UTR luciferase reporter, primary screen, SH-SY5Y cells; SH-SY5Y APP 5'UTR luciferase reporter, luminescence; zero percent = DMSO vehicle wells; activation, % at 2 µM; hit rate 1% among 190,000;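 active means activation above a set limit, based on mean plus 3 SD of controls, cut at about 140% in these data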; further: values of inactives mirror those of a sister screen read the other way
NF-kB neuron act: activators of NF-kB expression in neurons, primary screen, cell-based, HTS; fold change at 12.5 µM; human neuronal cells, NF-kB reporter expression; active compounds read high; hit rate 1.6% among 190,000; in the data active means fold change above about 3.3
FLuc inhib CS: firefly luciferase enzyme inhibitors, primary screen, artefact control for luciferase-based inhibitor screens, biochemical, luminescence, ATPLite. Luciferin 4-monooxygenase (Photinus pyralis), P08659. 10 min. inhibition, % at 10 µM. hit rate 1.5% among 200,000. AID 1006, 2008;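 active means inhibition above about 50% when tested at 10 µM, limit read from the data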
Target sequence (P08659 whole entry, looked up): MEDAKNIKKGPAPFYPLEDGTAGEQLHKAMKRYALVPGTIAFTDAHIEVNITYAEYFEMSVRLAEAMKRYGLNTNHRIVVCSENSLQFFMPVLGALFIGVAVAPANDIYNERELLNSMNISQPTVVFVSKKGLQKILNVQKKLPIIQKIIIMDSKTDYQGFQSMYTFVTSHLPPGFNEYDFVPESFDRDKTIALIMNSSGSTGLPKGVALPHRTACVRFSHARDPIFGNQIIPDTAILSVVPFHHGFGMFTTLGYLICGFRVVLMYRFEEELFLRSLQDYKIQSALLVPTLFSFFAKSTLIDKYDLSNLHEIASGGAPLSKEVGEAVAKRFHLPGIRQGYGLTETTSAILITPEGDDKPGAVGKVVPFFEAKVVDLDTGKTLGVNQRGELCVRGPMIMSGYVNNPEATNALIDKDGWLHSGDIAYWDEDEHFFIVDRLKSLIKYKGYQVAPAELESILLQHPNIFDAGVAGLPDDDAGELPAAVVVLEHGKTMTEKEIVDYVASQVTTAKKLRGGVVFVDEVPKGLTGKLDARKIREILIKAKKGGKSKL
STAT1 activator: STAT1 signaling activators, primary screen, cell-based, HTS, luciferase reporter | NIH 3T3 STAT1-luciferase reporter, IFN-gamma, luminescence; 100% = IFN-gamma alone, no compound | activation (% of control), % at 5.5 µM | hit rate 2.6% among 200,000 | AID 932, 2007;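 active means activation above the screen-wide mean activation plus 3 SD, cut at about 130% in these data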;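 further: raw ratio to IFN-gamma control signal so 100% means no change and 0% no light; values of inactives mirror those of a sister screen read the other way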
TLR4-MyD88 BLA: inhibitors of TLR4-MyD88 association in cells, primary screen, cell-based, HeLa CL3-4, BLA complementation, FRET ratio. Toll-like receptor 4 (Homo sapiens) + Myeloid differentiation primary response protein …. hit rate 0.18% among 200,000. inhibition, % at 8.4 µM. HeLa CL3-4 TLR4/MyD88 BLA complementation; in the data active means inhibition above about 25%;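 further: 0% = vehicle and 100% = reference inhibitor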
Diaph inh CS: diaphorase inhibitors and chemical oxidizers, primary screen, counter-screen for diaphorase-coupled primary assays, biochemical, uHTS, resorufin fluorescence; inhibition, % at 20 µM; AID 1217, 2008; diaphorase resazurin-to-resorufin fluorescence, NADH, 16 min; bacterial (C. kluyveri) enzyme, not human; hit rate 0.69% among 190,000;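 active means primary screen inhibition at 20 µM above a set limit, cut at about 50% in these data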;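 further: plate controls were DMSO with full reaction for no effect and wells lacking NADH for full effect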
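Test system: diaphorase enzyme from Clostridium kluyveri; amount: diaphorase at 0.14 U/mL in enzyme working solution; detection: fluorescence of resorufin formed from resazurin, Ex 544/Em 590 nm; times: reaction incubation of 16 min at room temperature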
G6PDH counter: L. mesenteroides G6PDH inhibitors, counter-screen for G6PDH-coupled screening assays, biochemical, Leuconostoc mesenteroides enzyme; glucose-6-phosphate dehydrogenase [Leuconostoc mesenteroides]; Purified L. mesenteroides G6PDH, diaphorase/resazurin coupled fluorescence, 45 min; inhibition, % at 5 µM; hit rate 0.12% among 200,000; in the data active means inhibition above about 50%
Diaph act CS: compounds boosting diaphorase resazurin reduction – biochemical, uHTS, resorufin fluorescence, counter-screen for diaphorase-coupled primary assays, primary screen; Diaphorase/resazurin coupled assay, 16 min; active compounds read high; 1 = vehicle wells, 0 = NADH-free wells; activation factor at 20 µM; hit rate 0.005% among 190,000;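 active means diaphorase activity raised at least twofold by the compound at 20 µM; inactive means activation factor below 2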
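System – purified diaphorase enzyme from Clostridium kluyveri · Input – enzyme 0.07 U/mL final · Also added – final NADH 0.114 mM, resazurin 0.1 mM · Measured by – fluorescence of resorufin, 544 nm excitation, 590 nm emission · Timing – 16 min enzyme reaction, ambient temperature · Measure – resorufin increase flagging diaphorase activators or reducers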
FLuc act counter: FLuc activators, initial screening, artefact control for FLuc-dependent activation tests, biochemical, ATPlite luminescence | activation factor at 10 µM | 200,000 tested, under 10 active | Luciferin 4-monooxygenase (Photinus pyralis), P08659 | AID 1027, 2008 | ATPlite luciferase biochemical, 10 min; 0 = ATP-free wells, 1 = DMSO control;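 active means luciferase activation factor, scaled between plate controls, of at least 2 with compound at 10 µM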
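Assay system: Luciferase/luciferin reagent mix; Medium: PBS as buffer for the ATP substrate; Dosing: test compounds dosed from 2 mM stocks in 100% DMSO; Times: 10 min, room temperature; Signal: luminescence from luciferase reaction; Read-out: luciferase activation; Controls: No-ATP low control, compound-free enzyme-plus-ATP high control.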
Starred values were filed as active, the others as inactive; nt = not tested or not shown.

Order of values – APP 5UTR inh, APP 5'UTR act, NF-kB neuron act, FLuc inhib CS, STAT1 activator, TLR4-MyD88 BLA, Diaph inh CS, G6PDH counter, Diaph act CS, FLuc act counter
Cc1ccc(C(=O)Cn2c3[n+](c4ccccc42)CC(O)CS3)cc1 (stereo not drawn)
    -9, 9, 1.2, -4, 102, 9, 6, 12, 0.9, 1
O=S(=O)(NC1CCN(Cc2ccccc2)CC1)c1cccc2cccnc12
    -10, 10, 1.2, -6, 110, -5, 6, -1, 0.9, 1.1
O=[N+]([O-])c1cnn2cc(Br)cnc12
    3, -3, 1.3, -5, 110, -6, 12, -1, 0.9, 1.1
CC1C/C(=N\NC(=S)NC(C)C)CC(C)(C)C1 (stereo not drawn)
    -15, 15, 1.6, -6, 106, 11, 9, 1, 0.9, 1.1
COCCOC(=O)C1=C(C)OC(N)=C(C#N)C1c1cc2cccc(C)c2nc1Cl (stereo not drawn)
    1, -1, 1, -2, 90, -12, 11, 9, 0.9, 1
CC(C)NC(=O)CC(=O)N/N=C/c1ccc(Br)cc1
    -4, 4, 1.1, -2, 103, -13, -4, 6, 1, 1
O=C(C1CCN(C2CC(=O)N(c3cccc(Cl)c3)C2=O)CC1)N1CCCC1 (stereo not drawn)
    -6, 6, 0.97, 5, 100, 1, -10, 7, 1.1, 0.9
C/C(=N\NC(=O)c1cccc([N+](=O)[O-])c1)c1ccncc1
    15, -15, 1.1, -6, 103, 7, 0, 2, 1, 1.1
Cc1nc2c(C(=O)N3CCOCC3)cnn2c(C)c1Cc1ccc(Cl)cc1
    -14, 14, 1.1, -6, 100, 7, 8, 2, 0.9, 1.1
COc1cc(C2C(C#N)=C(N)N(c3sc4c(c3C#N)CCCC4)C3=C2C(=O)CC(C)(C)C3)cc(OC)c1OC (stereo not drawn)
    3, -3, 1.5, -11, 101, 5, 16, 4, 0.8, 1.1
CN=C(c1ccc(C)cc1)n1c(=S)nc(-c2ccc(C)cc2)n(C)c1=S
    -62, 62, 1.5, -5, 107, -5, 16, 3, 0.8, 1.1
O=C(NCc1ccc2c(c1)OCO2)c1cccc(N2CCCC2=O)c1
    -6, 6, 0.87, -7, 98, -2, 3, 1, 1, 1.1
CCOC(=O)c1c(N)sc(C(=O)N2CCOCC2)c1C
    3, -3, 1.1, -10, 97, -8, 12, 4, 0.9, 1.1
N#Cc1cc(S(=O)(=O)c2ccccc2)c(N)[nH]c1=O
    5, -5, 0.9, 1, 98, 0, 6, 44, 0.9, 1
CC(C)N(Cc1cn(C)nc1-c1cccc(Cl)c1)CC1CCC(=O)N1 (stereo not drawn)
    -5, 5, 0.98, -9, 97, 6, 17, 12, 0.8, 1.1
CCc1sc(NC(C)=O)nc1-c1ccccc1
    -12, 12, 1.3, -2, 94, -2, 16, 20, 0.8, 1
CCCOc1ccc(N2C(=O)CC(N3CCN(c4ccccc4F)CC3)C2=O)cc1 (stereo not drawn)
    -10, 10, 0.92, -11, 105, 2, 3, 16, 1, 1.1
O=C(NCc1ccco1)c1ccc(S(=O)(=O)N2CCCCC2)cc1
    -15, 15, 1.4, -6, 97, -10, nt, 9, nt, 1.1
O=C(CN1CCN(Cc2ccccc2)CC1)N/N=C/c1c[nH]c2ccccc12
    -6, 6, 0.92, -1, 106, 4, 21, -26, 0.8, 1
COc1cccc(/C=C/C(=O)OC(C)C(=O)Nc2c(C)n(C)n(-c3ccccc3)c2=O)c1 (stereo not drawn)
    -1, 1, 0.95, -1, 81, -14, 8, 3, 0.9, 1
O=C(Cn1c(SCC(=O)N2CCc3ccccc3C2)nc2ccccc21)NC1CCCC1
    11, -11, 0.94, -8, 103, 5, 0, 5, 1, 1.1
COCC1CCN(Cc2cn(C)nc2-c2cccc(Cl)c2)C1 (stereo not drawn)
    -24, 24, 1.2, -9, 98, 2, 14, 2, 0.9, 1.1
Cc1ccc(C(=O)Nc2nc3ccc(S(C)(=O)=O)cc3s2)s1
    -33, 33, 2.5, 65*, 146*, -1, -1, 1, 1, 0.3
CSC1=NCCN1C(=O)COc1ccccc1
    nt, nt, 1.1, -8, 99, 2, 16, 5, 0.8, 1.1
COc1ccc(CCN/C=C2/CC(=O)NC2=O)cc1OC
    13, -13, 1, -4, 94, -10, -1, 8, 1, 1
O=C(NNC(=S)Nc1ccccc1)c1ccncc1
    -7, 7, 1.5, 5, 104, -3, 9, -1, 0.9, 1
Cn1c(SCC(=O)N2CCOCC2)nc2cccnc21
    -3, 3, 1.1, -2, 99, -3, 4, 2, 1, 1
CCCCN1C(=O)/C(=C/C=C2/C=Cc3ccccc3N2CC)SC1=S
    -6, 6, nt, 24, 107, 3, 19, 10, 0.8, 0.8
CC1=C(C(=O)NCc2ccccc2)C(c2cccnc2)n2ncnc2N1 (stereo not drawn)
    -12, 12, 0.96, -5, 101, -3, 10, 12, 0.9, 1.1
CCOC(=O)c1c(-c2ccc(C)o2)csc1NC(=O)CSc1nncs1
    3, -3, 1.4, 1, 108, -4, 5, 4, 0.9, 1
CCOc1cc(NC2CS(=O)(=O)CC2O)c(OCC)cc1NC(=O)c1ccccc1 (stereo not drawn)
    -9, 9, 0.59, -8, 99, 2, 19, 17, 0.8, 1.1
Cc1ccc(OCCCN(C)C)c(Br)c1
    4, -4, 1.2, -6, 99, 13, 18, 0, 0.8, 1.1
COc1ccc(Cl)cc1NC(=O)NCCCl
    6, -6, 1.3, -4, 94, -13, 18, 2, 0.8, 1
O=c1cc(/C=C/c2c(F)cccc2Cl)[nH]c2ccccc12
    -49, 49, 1.2, -4, 91, 2, 20, 20, 0.8, 1
Cc1ccc(C(=O)CSc2nnc(CNc3ccc(C)cc3C)n2Cc2ccco2)cc1
    -30, 30, 0.89, -4, 101, -11, 19, -2, 0.8, 1
Cc1sccc1C1C(C#N)=C(N)SC(N)=C1C#N
    -9, 9, 0.84, -7, 95, -10, 15, -14, 0.9, 1.1
COc1ccc(CNC(=O)c2cnn3c(C(F)F)cc(C)nc23)cc1OC
    10, -10, 1.1, -4, 93, 3, 16, 17, 0.8, 1
CCCOc1ccc(C(=O)N2CCCC2C(=O)O)cc1 (stereo not drawn)
    -3, 3, 1.1, -7, 114, -9, 19, 7, 0.8, 1.1
O=C(Oc1ccc2c(c1)OCC2=O)c1ccccc1
    -30, 30, 1.6, 21, 101, -2, 16, -6, 0.8, 0.8
Cc1nc(N2CCC3(CC2)OCCO3)c2nnn(Cc3ccccc3F)c2n1
    -4, 4, 1.3, 0, 115, -10, 2, 17, 1, 1
CCNC(=S)N/N=C1\CCCCc2ccccc21
    0, 0, 1.2, -6, 95, -10, 23, 2, 0.8, 1.1
CCS(=O)(=O)N1CCCC(C(=O)NC2CCCCC2)C1 (stereo not drawn)
    12, -12, 1.1, -2, 102, -7, 3, 4, 1, 1
COc1ccc(NC(=O)CC2C(=O)N(Cc3ccccc3)C(=S)N2CCN2CCOCC2)cc1 (stereo not drawn)
    -20, 20, 1.3, -6, 102, 7, 7, -4, 0.9, 1.1
COCCSc1ccccc1C(=O)Nc1nncs1
    -6, 6, 1.2, -2, 94, 11, -6, 17, 1.1, 1
CC1(C)Cc2c(C#N)c(SCC(=O)c3ccccc3)nc(N3CCCC3)c2CO1
    10, -10, nt, nt, 96, -19, nt, nt, nt, nt

Overlap with the part before: four compounds; new compounds follow.
Order of values – APP 5UTR inh, APP 5'UTR act, NF-kB neuron act, FLuc inhib CS, STAT1 activator, TLR4-MyD88 BLA, Diaph inh CS, G6PDH counter, Diaph act CS, FLuc act counter
CCS(=O)(=O)N1CCCC(C(=O)NC2CCCCC2)C1 (stereo not drawn)
    12, -12, 1.1, -2, 102, -7, 3, 4, 1, 1
COc1ccc(NC(=O)CC2C(=O)N(Cc3ccccc3)C(=S)N2CCN2CCOCC2)cc1 (stereo not drawn)
    -20, 20, 1.3, -6, 102, 7, 7, -4, 0.9, 1.1
COCCSc1ccccc1C(=O)Nc1nncs1
    -6, 6, 1.2, -2, 94, 11, -6, 17, 1.1, 1
CC1(C)Cc2c(C#N)c(SCC(=O)c3ccccc3)nc(N3CCCC3)c2CO1
    10, -10, nt, nt, 96, -19, nt, nt, nt, nt
Cc1ccc(/C=N/n2c(C)cc(C)c(C#N)c2=O)cc1
    -15, 15, 1.3, -7, 110, -1, 6, -3, 0.9, 1.1
CCCOc1ccc(CSc2ncn[nH]2)cc1
    -28, 28, 1.6, 7, 108, 2, 19, 1, 0.8, 0.9
O=C(O)CC1S/C(=N\N=C/c2ccccc2O)N(c2ccc(O)cc2)C1=O (stereo not drawn)
    -4, 4, 1.1, 0, 102, -13, -12, 8, 1.1, 1
CCOc1ccccc1NC(=S)N1CCCc2ccccc21
    -5, 5, 0.88, 4, 107, -4, 2, 6, 1, 1
Cc1cc(C)cc(OC(=O)CCN2C(=O)c3ccccc3C2=O)c1
    -18, 18, 0.91, -6, 101, 6, 15, -4, 0.8, 1.1
CCOC(=O)c1[nH]c2ccccc2c1N=CN(C)C
    -8, 8, nt, nt, 92, -12, nt, nt, nt, nt
O=C(NCc1ccco1)c1ccc2nc3sc4c(c3c(=O)n2c1)CCCC4
    -76, 76, 1.4, 11, 105, 14, 36, -47, 0.6, 0.9
N#C/C(=C\c1cn(Cc2ccccc2)c2ccccc12)C(=O)NCc1ccco1
    2, -2, 0.97, -6, 97, 2, 25, -14, 0.7, 1.1

Another view of part of the listing above:
CCOc1ccccc1NC(=S)N1CCCc2ccccc21
  APP 5UTR inh = -5; APP 5'UTR act = 5; NF-kB neuron act = 0.88; FLuc inhib CS = 4; STAT1 activator = 107; TLR4-MyD88 BLA = -4; Diaph inh CS = 2; G6PDH counter = 6; Diaph act CS = 1; FLuc act counter = 1

CCCOc1ccc(CSc2ncn[nH]2)cc1
  APP 5UTR inh = -28; APP 5'UTR act = 28; NF-kB neuron act = 1.6; FLuc inhib CS = 7; STAT1 activator = 108; TLR4-MyD88 BLA = 2; Diaph inh CS = 19; G6PDH counter = 1; Diaph act CS = 0.8; FLuc act counter = 0.9

Cc1ccc(/C=N/n2c(C)cc(C)c(C#N)c2=O)cc1
  APP 5UTR inh = -15; APP 5'UTR act = 15; NF-kB neuron act = 1.3; FLuc inhib CS = -7; STAT1 activator = 110; TLR4-MyD88 BLA = -1; Diaph inh CS = 6; G6PDH counter = -3; Diaph act CS = 0.9; FLuc act counter = 1.1

CCOC(=O)c1[nH]c2ccccc2c1N=CN(C)C
  APP 5UTR inh = -8; APP 5'UTR act = 8; NF-kB neuron act = nt; FLuc inhib CS = nt; STAT1 activator = 92; TLR4-MyD88 BLA = -12; Diaph inh CS = nt; G6PDH counter = nt; Diaph act CS = nt; FLuc act counter = nt
